LMNA splice mod: qHTS Assay for Modulators of Lamin A Splicing; HeLa LMNA splicing GFP/RFP minigene ratio, 48 h; Potency, µM (highest dose often 46.1 µM), for the others: at the top dose ratio change, negative = inhibition, usual class: inhibitors; actives 0.01% (n = 200,000); active means well fitted inhibition curve with a large enough effect in the signal ratio, with a control signal flat, not every such curve was filed as active; inconclusive means small, poorly fitted or top-dose-only effect, or effect the other way, or a change in a side signal; the % refers to the signal ratio; further: potency means the concentration at half of the fitted maximal effect; on the % scale 0 is the no-effect control and ±100 the full control effect
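S3 HeLa cells stably expressing lamin A-EGFP splicing minigene plus DsRed2, 600 cells/well, 48 h compound exposure at 37C. Laser-scanning cytometry; analysed as GFP (500-530 nm)/RFP (575-640 nm) total intensity ratio; 0.5% DMSO vehicle.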
HTT cytoprotect: qHTS Multiplex Assay to Identify Dual Action Probes in a Cell Model of Huntington: Cytoprotection (ATP); PC12 HTT-Q103 induced, cytoprotection, ATP luminescence, 40 h; Potency, µM (highest dose often 56.4 µM), inactives show cytoprotection (ATP increase), hits mostly activators; actives 0.14% (n = 230,000);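 further: potency means the concentration at half of the fitted maximal effect; % of control where 0% means no effect; nearly all actives have a fitted effect of over 45% in size; toxic huntingtin expression switched on by the ecdysone agonist tebufenozide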
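Compounds were screened for protection of PC12 cells against cell death after tebufenozide induction (100 nM final) of mutant Huntingtin exon 1 (Q103) fused to GFP.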
GAA inh: qHTS Assay for Inhibitors of Human alpha-Glucosidase as a Potential Chaperone Treatment of Pompe Disease; purified human GAA, 4-MU-alpha-glucoside fluorescence; Potency, µM (series often up to 76.9 µM), for inactives: top-dose activity change, negative = inhibition, most hits filed as inhibitors; actives 0.005% (n = 200,000);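 further: potency means the concentration at half of the fitted maximal effect; plate controls were uninhibited enzyme wells for no effect and no-enzyme background for full effect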
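Read-out is 4-methylumbelliferone fluorescence (Ex 365/Em 440 nm) after NaOH/glycine stop at pH 10. Enzyme 4 nM, substrate 400 uM, pH 5.0 citrate buffer, 20 min room temperature; AC50 from Hill-equation concentration-response.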
GAA glycogen mod: qHTS Assay for Inhibitors and Activators of Human alpha-Glucosidase Cleavage of Glycogen | recombinant GAA, glycogen substrate, Amplex Red glucose oxidase fluorescence | Potency, µM (top dose mostly 76.4 µM), without a hit: at the highest dose activity change, negative = inhibition, most hits filed as inhibitors | actives 0.38% (n = 300,000);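 further: potency means the concentration at half of the fitted maximal effect; 0% = full enzyme reaction and -100% = no-enzyme basal signal; the screen sought inhibitors and activators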
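Natural-substrate format: glycogen cleavage by 4 nM human enzyme, glucose read by Amplex Red coupling (Ex 573, Em 610 nm). Normalized to enzyme and no-enzyme controls.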
HttQ103 aggreg: qHTS Multiplex Assay to Identify Dual Action Probes in a Cell Model of Huntington: Aggregate Formation (GFP); PC12 HttQ103-GFP aggregates, Acumen cytometry, 40 h; actives 1.1% (n = 220,000); Potency, µM (series often up to 46.1 µM), for the others: at the top dose activity change, negative = inhibition, actives largely listed as inhibitors; AID 1688, 2009; further: potency means the concentration at half of the fitted maximal effect; on the % scale 0 is the no-effect control and ±100 the full control effect; nearly all actives have a fitted effect of over 60% in size
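PC12/HTTQ103-GFP, ecdysone-inducible; teb 100 nM; cpd qHTS titration; GFP aggregates read on laser cytometer, Ex 488/Em 500-530 nm.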
CBFb RUNX1 block: qHTS Assay for Compounds Blocking the Interaction Between CBF-beta and RUNX1 for the Treatment of Acute Myeloid Leukemia; AlphaScreen CBFb-His/RUNX1-biotin binding, biochemical; Potency, µM (series often up to 59.8 µM), inactives show at the highest dose activity, negative = inhibition, actives largely listed as inhibitors; 230,000 tested, under 10 active; AID 1477, 2009; further: % of control where 0% means no effect
Target sequence (Q01196 whole entry, looked up): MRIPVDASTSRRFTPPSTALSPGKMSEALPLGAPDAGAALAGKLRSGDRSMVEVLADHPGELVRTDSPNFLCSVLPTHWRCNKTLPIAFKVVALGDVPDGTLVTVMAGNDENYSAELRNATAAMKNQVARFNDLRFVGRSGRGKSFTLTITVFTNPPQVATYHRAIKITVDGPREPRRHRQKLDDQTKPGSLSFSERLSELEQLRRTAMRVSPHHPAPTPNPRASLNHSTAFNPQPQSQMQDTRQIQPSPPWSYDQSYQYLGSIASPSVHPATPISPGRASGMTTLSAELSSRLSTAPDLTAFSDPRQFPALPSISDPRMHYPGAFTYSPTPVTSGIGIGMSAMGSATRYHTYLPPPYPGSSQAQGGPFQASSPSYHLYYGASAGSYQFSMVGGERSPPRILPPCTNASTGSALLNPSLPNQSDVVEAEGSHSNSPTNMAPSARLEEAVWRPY
Target sequence (Q13951 whole entry, looked up): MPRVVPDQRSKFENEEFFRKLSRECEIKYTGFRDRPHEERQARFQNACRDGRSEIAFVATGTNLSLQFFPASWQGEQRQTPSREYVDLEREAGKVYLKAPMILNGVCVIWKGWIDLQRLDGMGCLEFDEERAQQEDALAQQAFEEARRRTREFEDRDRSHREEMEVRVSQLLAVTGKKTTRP
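AlphaScreen binding: CBFb-His and RUNX1-biotin (30 nM each) preincubated 20 min, compound added for 15 min, then nickel and streptavidin beads for 90 min, all at room temperature. Disruption of the interaction by any mechanism counts as activity.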
aGlu spleen mod: qHTS Assay for Inhibitors and Activators of Human alpha-Glucosidase From Spleen Homogenate | Lysosomal alpha-glucosidase (Homo sapiens), P10253 | human spleen homogenate, 4-MU-alpha-glucoside fluorescence | Potency, µM (top dose mostly 79.9 µM), inactives show at the highest dose activity change, negative = inhibition, hits mostly inhibitors | actives 0.006% (n = 240,000) | AID 2112, 2009;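 further: potency means the concentration at half of the fitted maximal effect; 0% = enzyme with vehicle and -100% = no enzyme basal signal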
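Human spleen homogenate (1 ug) incubated with compounds and 1 mM 4-methylumbelliferyl-alpha-D-glucopyranoside in pH 5.0 citrate/phosphate buffer, 37 C, 40 min. Stopped at pH 10; 4-MU fluorescence (Ex 365/Em 440 nm); AC50 by Hill fit.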
* marks the source's active call; other numbers are inactive results; ? = inconclusive; . = no result given; [ ] = remark or other dose. Unless noted, the call rests on the fitted dose curve; in most records, active means well fitted curve in the direction sought with a large enough effect; inconclusive means small, poorly fitted or top-dose-only effect, or another doubt; inactive means no such curve, though single readings can be large; an effect the other way counts as inactive or inconclusive.

Structure	GAA inh	aGlu spleen mod	HTT cytoprotect	CBFb RUNX1 block	HttQ103 aggreg	LMNA splice mod	GAA glycogen mod
CC1(C)Oc2cc(N)c([N+](=O)[O-])cc2O1	-1.2%	-4.3%	-17.4%	-23.5%	-9.4%	-4.2%	-27.4%
COc1ccc(CCNC(=O)CSc2ccc(-c3ccncc3)nn2)cc1	0.0%	2.0%	-27.8%	4.4%	-3.6%[9.22 µM]	.	2.5%
CCCn1c(=O)c2[nH]cnc2n(-c2ccccc2C)c1=O	.	0.4%	5.5%[10 µM]	4.0%	5.3%[9.22 µM]	.	0.1%
Cc1ccc(C(=O)N2CCN(S(C)(=O)=O)C2)cc1	-1.3%	-7.9%	-3.1%[10 µM]	3.1%	2.2%	11.2%	-9.7%
CN(C)CCNC(=O)CNC(=S)N(Cc1ccccc1)Cc1cccnc1	4.4%	-1.0%	-6.4%[10 µM]	1.9%	4.8%	-12.9%	11.3%
Cc1ccc(S(=O)(=O)N2CCCCC2)cc1NC(=O)COC(=O)c1ccccc1F	-1.8%	-1.7%	-39.0%	-5.3%	17.4%	5.6%[46 µM]	4.5%
CNC(=S)N(CCc1c(C)[nH]c2ccc(C)cc12)Cc1ccco1	0.3%	4.2%	.	-1.1%[2.36 µM]	11.6%	-4.5%	-3.6%
C=CCn1c(C)cc(C(=O)COc2ncnc3sccc23)c1C	-1.0%	-7.9%	-107.1%[inhibitor]	-16.2%	17.6%	5.3%	2.5%
C/C(=N\Nc1nc2ccccc2s1)c1cccs1	4.1%	-0.6%	-30.6%[10 µM]	0.3%	-6.0%	?	?
CN(Cc1cn(C)nc1-c1ccccc1F)C1CCOC1 (stereo not drawn)	-0.2%	2.4%	5.1%[10 µM]	0.9%	0.0%[9.22 µM]	10.9%[46 µM]	17.1%
NCCC[C@H](N)CC(=O)N[C@H]1CNC(=O)[C@@H]([C@@H]2C[C@H](O)N=C(N)N2)NC(=O)/C(=C/NC(N)=O)NC(=O)[C@@H](CO)NC(=O)[C@@H](CO)NC1=O	.	6.0%[29.1 µM]	-42.3%[inhibitor][17.1 µM]	4.3%[21.7 µM]	.	?	.
Clc1cccc(OCc2nc(-c3ccncc3)no2)c1	3.5%	-2.2%	-23.0%	8.3%	-2.6%	.	-4.7%
O=C(OCc1nnc(-c2ccccc2)o1)c1cc2ccccc2cc1O	1.1%	5.1%	-33.2%[inhibitor]	-12.1%	-9.3%	-3.4%[46 µM]	-1.0%
Nc1nc(SCC(=O)Nc2ccc3c(c2)CCC3)n[nH]1	7.7%	-3.4%	12.4%[10 µM]	0.0%	-11.2%	?	8.8%
Cc1ccc(CCNC(=O)C2CCN(S(=O)(=O)c3cccc4nsnc34)CC2)cc1	1.9%	-5.2%	-0.3%[10 µM]	-15.5%	9.0%	-8.9%	3.4%
c1ccc(COC2CCCN(Cc3nc(-c4cnccn4)no3)C2)cc1 (stereo not drawn)	-4.5%	-4.0%	-20.3%	12.4%	10.5%	.	-9.6%
CCCCC(CC)C(=O)Nc1ccc(S(=O)(=O)Nc2nccs2)cc1 (stereo not drawn)	.	-5.1%	-9.3%[10 µM]	11.0%	-12.8%[9.22 µM]	.	-5.2%
CCOc1cc(S(=O)(=O)NCc2cccnc2)c(C)cc1C	-5.4%	4.1%	-0.9%	4.4%	6.4%	.	1.5%
Cc1c(N(C(=O)c2cnccn2)C2(C(=O)NC3CCCC3)CCCCC2)c(=O)n(-c2ccccc2)n1C	0.2%	-2.5%	5.2%	2.4%	-7.9%	.	-7.3%
O=S(=O)(c1cccs1)N1CCN(c2ncccn2)CC1	0.2%	-6.6%	0.4%[10 µM]	-5.1%	-5.6%	-9.3%	3.7%
CCn1nc(NC(=O)c2ccccn2)c2cc3cc(C)ccc3nc21	5.1%	5.9%	-28.5%	?	19.0%	-10.7%	4.9%
COc1ccccc1-c1c(C)nn2c(N3CCN(c4ccccc4OC)CC3)cc(C)nc12	0.0%	-0.2%	4.5%	-2.4%	-5.5%	1.6%	-4.7%
CCOc1cc(N2CCOCC2)c(OCC)cc1NCC(=O)N1CCN(Cc2ccccc2)CC1	.	-0.5%	-25.6%[10 µM]	3.0%	-2.2%[9.22 µM]	.	12.6%
Cc1cc(C)c(N(C(=O)Cn2nnc3ccccc32)C(C(=O)NC(C)(C)C)c2ccsc2)c(C)c1 (stereo not drawn)	6.0%	-11.5%	23.6%[10 µM]	9.8%	-6.4%	-0.7%	-1.6%
Cc1nn(-c2ccccc2)c(Cl)c1C(=O)OC(C)C(=O)Nc1ccc2c(c1)OCO2 (stereo not drawn)	-6.8%	-7.5%	-0.8%	-4.9%	14.0%	?	-9.4%
CCc1cccc2c(C(=O)CSc3nncn3-c3ccccc3OC)c[nH]c12	0.8%	1.7%	-9.8%[10 µM]	-0.7%	11.9%	-0.1%	-9.5%
Cc1ccc(CNC(=O)C2CCN(S(=O)(=O)N3CCC4(CC3)OCCO4)CC2)cc1	0.0%	0.2%	.	7.7%	-3.5%	5.2%	-3.1%
C[C@@H]1CC=C[C@H]2[C@H]1C(=O)N(Cc1ccccc1)[C@H]2c1ccc(F)c(-c2ccc(N(C)C)cc2)c1	.	3.9%	6.9%[10 µM]	-4.2%	-15.0%[9.22 µM]	.	4.2%
CCOC(=O)N1CCC(NC(=O)C(Cc2ccccc2)NC(=O)c2ccco2)CC1 (stereo not drawn)	1.4%	-6.8%	7.7%[10 µM]	7.1%	5.1%	4.8%	-0.6%
O=C(Nc1cccc2ccccc12)c1ccc(Cn2cc(Cl)cn2)cc1	?	-1.8%	-19.3%	-0.7%	-9.2%	-5.2%	-10.7%
O=C(/C=C/c1ccco1)NC(=S)Nc1nc(-c2ccc3ccccc3c2)cs1	4.2%	-1.1%	.	-8.7%	20.8%	4.1%	-3.0%
CC(CC(=O)Nc1ccccc1)n1ccnc1 (stereo not drawn)	2.0%	0.9%	-12.0%[10 µM]	5.4%	13.9%	-5.3%[46 µM]	-9.2%
C=CCN1C(=O)C(C)(C)N(C(C)=O)c2ccccc21	?	-2.0%	4.3%	1.3%	1.7%	8.6%	3.0%
CCN1CCN(c2ncc(C(=O)Nc3ccccc3C(=O)OC)c3ccccc23)CC1	-1.4%	-1.0%	-16.0%	-2.6%	-0.2%	6.3%	4.1%
CCOc1ccc(/C=N/NC(=S)Nc2c(C)cccc2C)cc1	0.0%	-7.0%	12.8%	-1.2%	?	?	-10.5%
COc1cccc(N=c2oc3c(C)ncc(CO)c3cc2C(N)=O)c1	1.3%	-9.8%	-3.1%	4.0%	-6.3%	12.6%	1.5%
CC(C)c1ccc(NC(=S)N2CCCC(c3ccc(F)cc3)=N2)cc1	-3.3%	-9.2%	6.5%[10 µM]	3.6%	-3.3%[9.22 µM]	.	-20.9%
N#CC1=C(N)NC(=S)C(C(N)=O)C1c1ccccc1F (stereo not drawn)	.	-2.9%	26.5%[10 µM]	3.8%	5.4%[9.22 µM]	.	?
CC(=O)CCc1c[nH]c2c(C(=O)O)cccc12	-11.2%	5.0%	-1.8%	5.0%	?	-4.3%	3.8%
COc1ccc(NC(=S)Nc2ccc(OCc3ccccc3)cc2)c(OC)c1	-1.9%	-0.3%	0.2%[10 µM]	2.2%	-4.9%	?	?
c1ccc2nc3c(cc2c1)CCCCCC3	-3.0%	3.4%	8.7%	6.5%	-14.9%	0.2%	5.2%
OCCC1CN(Cc2nc3ccccc3[nH]2)CCN1C1CCCC1 (stereo not drawn)	?	3.4%	8.1%[10 µM]	-0.4%	-2.6%[9.22 µM]	8.4%[46 µM]	16.6%
CC(NC(N)=O)C(=O)OCC(=O)c1ccc(-c2ccccc2)cc1 (stereo not drawn)	-0.9%	2.7%	-37.7%[inhibitor]	-16.3%	-1.2%	-3.2%[46 µM]	7.8%
COc1ccccc1-n1c(SCC(=O)NC2CCS(=O)(=O)C2)nc2cc([N+](=O)[O-])ccc21 (stereo not drawn)	?	-1.1%	8.2%[10 µM]	2.2%	5.3%	-4.5%	-3.2%
CCCOc1ccc(CNC(=O)Cn2ncc3ccccc32)cc1	.	0.9%	4.9%[10 µM]	17.9%	0.4%[9.22 µM]	.	-0.5%
COC(=O)CN(c1ccc(OC)c(OC)c1)S(C)(=O)=O	0.0%	-5.2%	-9.3%	-2.5%	-11.9%	8.0%	0.0%
COc1cc(NS(=O)(=O)c2ccc(NC(=O)CSC3=NCCS3)cc2)nc(OC)n1	-2.0%	-3.9%	2.1%	5.2%	22.5%	-15.9%	-5.6%
CC(C)(C)c1ccc(/C=C/C(=O)c2ccc(NC3=NCCCS3)cc2)cc1	-1.5%	-2.7%	12.3%[10 µM]	-3.6%	-3.3%	?	-4.1%
COc1ccc(NC(=O)CSc2nc3c(c(=O)n2-c2ccc(F)cc2)SCC3)c(OC)c1	-4.4%	1.6%	32.2%[10 µM]	2.6%	4.4%	-9.3%	-3.5%

One compound at a time (already shown). Order of screens: GAA inh	aGlu spleen mod	HTT cytoprotect	CBFb RUNX1 block	HttQ103 aggreg	LMNA splice mod	GAA glycogen mod
O=C(Nc1cccc2ccccc12)c1ccc(Cn2cc(Cl)cn2)cc1 in the list: ?	-1.8%	-19.3%	-0.7%	-9.2%	-5.2%	-10.7%
CCOc1ccc(/C=N/NC(=S)Nc2c(C)cccc2C)cc1 in the list: 0.0%	-7.0%	12.8%	-1.2%	?	?	-10.5%

Compound activity deposited in PubChem by National Center for Advancing Translational Sciences (NCATS).
